GAA inh = blocks human lysosomal alpha-glucosidase; Potency, µM (series often up to 76.9 µM), for inactives: top-dose activity change, negative = inhibition, most hits filed as inhibitors; 200,000 tested, 0.005% active; P10253; purified human GAA, 4-MU-alpha-glucoside fluorescence;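 note: plate controls were uninhibited enzyme wells for no effect and no-enzyme background for full effect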
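Fluorogenic assay: 4 nM human alpha-glucosidase with 400 uM 4-methylumbelliferyl-alpha-D-pyranoside in 50 mM citrate/phosphate, 0.005% Tween-20, pH 5.0, 20 min at room temperature. Compounds tested up to 77 uM; AC50 from Hill fits.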
HTT cytoprotect = Huntington cell model cytoprotection by ATP luminescence. 230,000 tested, 0.14% active. PC12 HTT-Q103 induced, cytoprotection, ATP luminescence, 40 h. Potency, µM (series often up to 56.4 µM), without a hit: cytoprotection (ATP increase), actives largely listed as activators;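 note: % of control where 0% means no effect; nearly all actives have a fitted effect of over 45% in size; toxic huntingtin expression switched on by the ecdysone agonist tebufenozide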
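Compounds added alongside 100 nM tebufenozide, which induces toxic Q103 huntingtin exon 1-GFP in stable PC12 cells; surviving cells quantified by luminescent ATP measurement. Medium: phenol red-free DMEM, 5% equine and 5% calf serum.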
aGal spleen mod = inhibits or activates alpha-galactosidase in human spleen homogenate; 240,000 tested, 0.008% active; Potency, µM (highest dose often 80 µM), for inactives: at the top dose activity change, negative = inhibition, hits mostly inhibitors; AID 2107; human spleen homogenate, 4MU-alpha-Gal fluorescence, 40 min;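 note: 0% = enzyme with vehicle and -100% = no enzyme basal signal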
Target sequence (P06280 32-429 limits assumed): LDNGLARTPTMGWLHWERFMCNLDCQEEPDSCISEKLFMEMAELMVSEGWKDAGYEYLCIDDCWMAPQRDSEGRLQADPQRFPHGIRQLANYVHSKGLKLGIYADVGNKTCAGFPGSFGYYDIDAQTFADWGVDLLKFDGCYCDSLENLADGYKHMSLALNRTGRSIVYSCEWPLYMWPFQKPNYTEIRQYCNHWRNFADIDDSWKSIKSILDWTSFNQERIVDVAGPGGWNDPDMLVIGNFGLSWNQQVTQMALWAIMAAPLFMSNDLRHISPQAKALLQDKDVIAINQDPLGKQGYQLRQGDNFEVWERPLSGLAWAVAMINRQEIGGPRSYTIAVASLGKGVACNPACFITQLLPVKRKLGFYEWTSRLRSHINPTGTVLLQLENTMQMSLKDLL
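Fluorogenic readout (Ex 365/Em 440 nm) of 4-methylumbelliferone released from 1 mM 4-MU-alpha-galactoside by spleen homogenate, 40 min at 37C, pH 5.0. Data normalized to no-enzyme and enzyme controls; Hill-equation AC50 from compound titrations.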
GAA glycogen = alters human alpha-glucosidase cleavage of glycogen. P10253. recombinant GAA, glycogen substrate, Amplex Red glucose oxidase fluorescence. Potency, µM (series often up to 76.4 µM), without a hit: at the highest dose activity change, negative = inhibition, usual class: inhibitors. 300,000 tested, 0.38% active. AID 2100;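 note: 0% = full enzyme reaction and -100% = no-enzyme basal signal; the screen sought inhibitors and activators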
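Recombinant human alpha-glucosidase (4 nM final) hydrolysed bovine liver glycogen (30 ug) for 40 min at 37 C in pH 5.0 citrate/phosphate with 0.01% Tween-20. Released glucose detected by glucose oxidase/Amplex Red, Ex 573/Em 610 nm. Compounds up to 77 uM; AC50 from Hill fits.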
Tau fluor counter = counter-screen for tau fibril formation inhibitors; tau K18 P301L Alexa594 fluorescence, heparin fibrillization; Potency, µM (doses to about 57.7 µM), for the others: at the highest dose activity change, negative = decrease; 280,000 tested, 0.93% active; note: % is set by controls: 0 for no effect and ±100 for the full control effect; nearly all actives have a fitted effect of over 55% in size
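Human K18 P301L tau (15 uM unlabeled plus 0.24 uM Alexa 594-labeled, final) in 100 mM sodium acetate pH 7 was mixed with compound and 20 uM heparin and incubated 6 hr at 37 C.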
Tau ThT inhib = blocks human tau fibril formation measured by thioflavin T; recombinant tau K18 P301L, heparin-induced fibrillization, ThT fluorescence; 270,000 tested, 2.1% active; P10636; AID 1460; Potency, µM (titrated, usually from 57.4 µM), for inactives: at the top dose activity, negative = inhibition, usual class: inhibitors; note: % is set by controls: 0 for no effect and ±100 for the full control effect; nearly all actives have a fitted effect of over 55% in size
Target sequence (P10636 561-689 P618L limits assumed): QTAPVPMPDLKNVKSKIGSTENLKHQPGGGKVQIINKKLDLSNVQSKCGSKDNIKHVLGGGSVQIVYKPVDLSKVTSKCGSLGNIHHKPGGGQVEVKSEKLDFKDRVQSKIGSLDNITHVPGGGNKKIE
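Aggregation was driven by heparin (20 uM final) acting on recombinant tau […] bearing P301L in 100 mM sodium acetate pH 7; fibrils were detected with Thioflavin T.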
Tau fibril FP = blocks human tau fibril formation measured by polarization | P10636 | K18 P301L tau heparin fibrillization, Alexa594 FP, 6 h | Potency, µM (top dose mostly 57.7 µM), inactives show top-dose activity, negative = inhibition, hits mostly inhibitors | 280,000 tested, 0.39% active; note: % is set by controls: 0 for no effect and ±100 for the full control effect; nearly all actives have a fitted effect of over 55% in size
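Heparin (20 uM) drove fibril formation of recombinant tau K18 P301L, 15 uM unlabeled with 0.24 uM Alexa 594 label, for 6 hr at 37 C in 100 mM sodium acetate pH 7. Fluorescence polarization (555/632 nm) read 1 hr after 30 uM ThT.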
aGlu spleen mod = lysosomal alpha-glucosidase (human) modulation; human spleen homogenate, 4-MU-alpha-glucoside fluorescence; Potency, µM (doses to about 79.9 µM), for the others: top-dose activity change, negative = inhibition, hits mostly inhibitors; 240,000 tested, 0.006% active;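 note: 0% = enzyme with vehicle and -100% = no enzyme basal signal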
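AC50 values come from Hill-equation fits of concentration-response data, normalized to no-enzyme and full-activity controls. Enzyme source: 1 ug human spleen homogenate; 1 mM fluorogenic 4-MU glucoside, pH 5.0 citrate buffer, 37 C, 40 min.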
Numbers without * were called inactive; u = inconclusive; x = no result given; & = joins results of further samples; [ ] = remark or other dose. Calls come from the whole dose curve; as a rule, active = well fitted curve in the direction sought with a large enough effect; inconclusive = small, poorly fitted or top-dose-only effect, or another doubt; inactive = no such curve, though single readings can be large; an effect the other way counts as inactive or inconclusive. Potency is the fitted concentration of half-maximal effect. No enrichment for hits (roughly 3.3% active in at least one column).

| nr | SMILES | GAA inh | HTT cytoprotect | aGal spleen mod | GAA glycogen |
| --- | --- | --- | --- | --- | --- |
| 1 | NC(CC(=O)OC1CCCCC1)C(=O)OC1CCCCC1 (configuration not stated) | -5% | -12%[10 µM] | -5% | 2% |
| 2 | c1ccc(SCc2nc3ccccc3[nH]2)nc1 | -10% | -10% | 8% | -3% |
| 3 | CNC(=S)N(Cc1ccc(Cl)cc1)Cc1cccs1 | -11% | 0%[10 µM] | 2% | -3% |
| 4 | Cn1c(NC(=O)C2c3ccccc3Oc3ccccc32)cc(=O)n(C)c1=O | 6% | 14%[10 µM] | 5% | -3% |
| 5 | CN(c1ccc(C(=O)Nc2ccccc2C(=O)N2CCOCC2)cc1)S(C)(=O)=O | -6% | -1%[1.9 µM] | 3% | -3% |
| 6 | CN(C)c1cccc(C(=O)OCCNC(=O)c2cccc(S(=O)(=O)N3CCOCC3)c2)c1 | x | -5%[10 µM] | 5% | -11% |
| 7 | CC(C)(C)CN1C(=O)C(=O)NC[C@@H]1Cc1ccc(O)cc1 | x | 8%[10 µM] | 3% | -1% |
| 8 | COc1cc(-c2coc3cc(OC)c(OC)c(OC)c3c2=O)cc(OC)c1OC | x | -45%[inhibitor] | 1% | x |
| 9 | CCOC(=O)c1cnc2ccc(C(=O)OC)cc2c1NCc1ccco1 | -6% | -18% | 1% | 6% |
| 10 | O=S(=O)(c1ccc(F)cc1)c1nc(-c2ccco2)oc1Nc1ccc(F)cc1 | 1% | 6%[10 µM] | 2% | u |
| 11 | COc1c(Cl)cccc1-c1cn2ccccc2n1 | x | -65%[inhibitor][10 µM] | 8% | 0% |
| 12 | COc1ccc(C2Sc3nncn3N2Cc2ccc(C#N)cc2)cc1 (configuration not stated) | -7% | -5% | 2% | 6% |
| 13 | CCOC(=O)c1ccc(NC(=O)CC2C(=O)N(c3cccc(C)c3)C(=O)N2CCOC)cc1 (configuration not stated) | x | x | x | -1%[76.3 µM] |
| 14 | Cc1cc(N)n(-c2ccc(S(=O)(=O)N3CCCC3)cc2[N+](=O)[O-])n1 | x | 20%[10 µM] | 4% | 8% |
| 15 | CC(=O)Nc1c(O)nc(SCC(=O)Nc2nnc(CC(C)C)s2)[nH]c1=O | 0% | 17%[10 µM] | -2% | 0% |

| nr | Tau fluor counter | Tau ThT inhib | Tau fibril FP | aGlu spleen mod |
| --- | --- | --- | --- | --- |
| 1 | 3% | 4% | -3% | -3% |
| 2 | 0% | -4% | 6% | -4% |
| 3 | u | -13% | -11% | -5% |
| 4 | u | -7% | u | -11% |
| 5 | -6% | -11% | -4% | -4% |
| 6 | -10% | 0% | 9% | -11% |
| 7 | 0% | 2% | -3% | -2% |
| 8 | -2% | -5% | 1% | -11% |
| 9 | -1% | -9% | -3% | 1% |
| 10 | u | -6% | 6% | 2% |
| 11 | -5% | 3% | -6% | 1% |
| 12 | -11% | -9% | -2% | 2% |
| 13 | -21% | 0% | -12% | x |
| 14 | -16% | -18% | 3% | -4% |
| 15 | -2% | -7% | 1% | -6% |

Results in Tau ThT inhib and aGal spleen mod, for some of the entries so far:
| item | SMILES | Tau ThT inhib | aGal spleen mod |
| --- | --- | --- | --- |
| 6 | CN(C)c1cccc(C(=O)OCCNC(=O)c2cccc(S(=O)(=O)N3CCOCC3)c2)c1 | 0% | 5% |
| 2 | c1ccc(SCc2nc3ccccc3[nH]2)nc1 | -4% | 8% |

Back to the main list with the 3 entries that preceded the break.
| nr | SMILES | GAA inh | HTT cytoprotect | aGal spleen mod | GAA glycogen |
| --- | --- | --- | --- | --- | --- |
| 13 | CCOC(=O)c1ccc(NC(=O)CC2C(=O)N(c3cccc(C)c3)C(=O)N2CCOC)cc1 (configuration not stated) | x | x | x | -1%[76.3 µM] |
| 14 | Cc1cc(N)n(-c2ccc(S(=O)(=O)N3CCCC3)cc2[N+](=O)[O-])n1 | x | 20%[10 µM] | 4% | 8% |
| 15 | CC(=O)Nc1c(O)nc(SCC(=O)Nc2nnc(CC(C)C)s2)[nH]c1=O | 0% | 17%[10 µM] | -2% | 0% |
| 16 | CCOC(=O)Cc1cc(=O)n2[nH]cc(-c3cccc(Br)c3)c2n1 | -7% | 14%[10 µM] | 1% | -8% |
| 17 | O=C(N/N=C/c1ccncc1)c1ccc(OCc2ccccc2)cc1 | x | 9%[10 µM] | 2% | 0% |
| 18 | Cc1cccc(NC(=O)C(=O)NCCCN2CCOCC2)c1 | 3% | -28% | -1% | 5% |
| 19 | CCn1c(SCC(N)=O)nc2sc3c(c2c1=O)CCN(C)C3 | 11% | -8%[10 µM] | -1% | u |
| 20 | Cc1[nH]n(-c2ccccc2)c(=O)c1/C=N/n1c(C)nc2ccccc2c1=O | -11% | -14% | 5% | -3% |
| 21 | CN(C(=O)CSc1nnc(-c2ccc(Cl)cc2)n1CC1CCCO1)C1CCS(=O)(=O)C1 (configuration not stated) | -2% | -19% | 3% | 2% |
| 22 | CC(=O)c1c(C)[nH]c(C(=O)OCC(=O)NCCc2ccc(Cl)cc2)c1C | -11% | 0%[10 µM] | -2% | 1% |
| 23 | CS(=O)(=O)c1cccc(C(=O)NC(c2ccccc2)c2ccccc2)c1 | u | 8% | 7% | -1% |
| 24 | Cc1cc(S(=O)(=O)NCC(=O)O)ccc1F | -1% | 9%[10 µM] | 6% | -14% |
| 25 | O=C(Nc1ccc(F)c(F)c1)c1ccc2c(c1)OCO2 | -1% | -21% | 1% | 1% |
| 26 | COc1cccc(-n2nnc3c(=O)n(Cc4ccccc4F)cnc32)c1 | -3% | -28%[0.074 µM] | 2% | 4% |
| 27 | CCn1c(C)cc(/C=C2\NC(=O)N(CC(=O)Nc3cccc(C)c3)C2=O)c1C | u | -6% | -10% | 19% |
| 28 | Cc1cc(CNC(=O)CCc2nnc(CCCc3ccccc3)o2)nn1C | -5% | 11%[10 µM] | 1% | -6% |
| 29 | COc1ccccc1NC(=O)Cn1nnc(C(=O)NCc2cccs2)c1N | x | x | x | 9%[76.3 µM] |
| 30 | O=C(c1ccc([N+](=O)[O-])cc1)N(Cc1ccc(Cl)cc1)N1C(=O)CCCC1=O | -1% | 23%[10 µM] | -10% | -9% |

| nr | Tau fluor counter | Tau ThT inhib | Tau fibril FP | aGlu spleen mod |
| --- | --- | --- | --- | --- |
| 13 | -21% | 0% | -12% | x |
| 14 | -16% | -18% | 3% | -4% |
| 15 | -2% | -7% | 1% | -6% |
| 16 | -28% | u | 17% | 3% |
| 17 | -19% | u | -5% | -12% |
| 18 | -4%&0% | -5%&3% | -2%&-14% | x |
| 19 | -20% | u | u | -1% |
| 20 | -7% | -8% | -5% | -4% |
| 21 | 0% | 1% | -3% | 2% |
| 22 | -29% | -18% | -3% | 3% |
| 23 | -8% | -8% | 1% | 1% |
| 24 | 4% | -7% | 14% | 1% |
| 25 | -6% | -10% | 8% | 1% |
| 26 | -15% | -6% | -10% | 3% |
| 27 | u | u | -6% | -12% |
| 28 | -8% | -10% | 0% | -4% |
| 29 | 1% | 4% | 0% | x |
| 30 | -18% | -7% | 1% | 1% |

(further entries)
| nr | SMILES | GAA inh | HTT cytoprotect | aGal spleen mod | GAA glycogen |
| --- | --- | --- | --- | --- | --- |
| 31 | CCCC(C(=O)NC1CCCC1)N(Cc1ccc2c(c1)OCO2)C(=O)c1snc(C(N)=O)c1N (configuration not stated) | -10% | -9% | 4% | 2% |
| 32 | O=C(O)CCNS(=O)(=O)c1ccc2c(c1)CCCC2 | -3% | -18% | 14% | 17% |
| 33 | COC(=O)c1cccc(C23CC4(C2)[C@H](CN(Cc2ccc(-c5ccccc5)cc2)[C@@H]4c2ccccc2)C3c2ccccc2)c1 (some centres not stated) | x | -30%[inhibitor] | -10%&15% | 3% |
| 34 | CC(=O)N1N=C(c2ccc(Cl)cc2)OC1c1ccc(C(C)C)cc1 (configuration not stated) | -14% | 6% | 2% | 5% |
| 35 | O=C1C2C3C=CC(CC3)C2C(=O)N1/N=C/c1ccc(O)cc1 (configuration not stated) | 0% | -56%[inhibitor] | -6% | 14% |
| 36 | COCCn1c(=O)[nH]c2cc(C(=O)Nc3cccc(C(C)=O)c3)ccc2c1=O | x | x | x | -1%&15%[76.3 µM] |
| 37 | Cc1nc(SCC(N)=O)[nH]c(=O)c1Cc1ccc(OC(C)C)cc1 | u | 17% | -14% | 2% |
| 38 | Cc1cc(C(=O)Nc2ncn(Cc3ccc(F)cc3)n2)ccc1[N+](=O)[O-] | x | 25%[10 µM] | 4% | 4% |
| 39 | O=C1CC(Nc2ccccc2)C(=O)N1Cc1ccccc1 (configuration not stated) | -4% | 7% | 2% | -4% |
| 40 | CC(=O)c1ccc(NC(=O)Nc2ccc([N+](=O)[O-])cc2)cc1 | -8% | 13%[10 µM] | -1% | 11% |
| 41 | COc1ccc(Cc2nnc(NS(=O)(=O)Cc3ccccc3)s2)cc1 | -14% | 3% | -5% | 1% |
| 42 | C=CCNC(=S)N1CCc2c([nH]c3ccccc23)C1C (configuration not stated) | 0%[15.4 µM] | -4%[10 µM] | 11% | u |
| 43 | CCOC(=O)c1sc(=S)n(-c2cccc(C(F)(F)F)c2)c1SC | -2% | -13% | 2% | -5% |

| nr | Tau fluor counter | Tau ThT inhib | Tau fibril FP | aGlu spleen mod |
| --- | --- | --- | --- | --- |
| 31 | -11% | -1% | 3% | -7% |
| 32 | -1% | 6% | 3% | 8% |
| 33 | -3%&4% | -8%&-9% | -7%&-13% | -15%&-3% |
| 34 | -5% | -11% | 4% | 3% |
| 35 | -6% | -3% | -2% | -6% |
| 36 | -27% | -17% | -11% | x |
| 37 | -4% | -4% | -1% | 2% |
| 38 | -10% | -13% | -3% | 3% |
| 39 | -7% | -2% | -1% | 0% |
| 40 | u | u | u | -9% |
| 41 | -6% | -12% | 2% | -6% |
| 42 | u | u | u | 3% |
| 43 | -8% | -2% | -2% | -16% |

Source: PubChem
